Avidin bead fluor: compound fluoresces at 488/530 nm on avidin beads | 0.38% of 220,000 active | compound fluorescence 488/530 nm, flow cytometry; stronger effect = higher value | fluorescence (KMESF) at 10 µM; in the data active = fluorescence above about 47; note: inactives centre near 10
ABCG2 block: blocks JC-1 efflux by human ABCG2 transporter; IgMXP3 cells, flow cytometry; inhibition, % at 6.6 µM; 0.1% of 190,000 active; Q9UNQ0;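 active = inhibition above 80%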;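 note: 0% = DMSO and 100% = nicardipine control wells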
Target sequence (Q9UNQ0 whole entry, looked up): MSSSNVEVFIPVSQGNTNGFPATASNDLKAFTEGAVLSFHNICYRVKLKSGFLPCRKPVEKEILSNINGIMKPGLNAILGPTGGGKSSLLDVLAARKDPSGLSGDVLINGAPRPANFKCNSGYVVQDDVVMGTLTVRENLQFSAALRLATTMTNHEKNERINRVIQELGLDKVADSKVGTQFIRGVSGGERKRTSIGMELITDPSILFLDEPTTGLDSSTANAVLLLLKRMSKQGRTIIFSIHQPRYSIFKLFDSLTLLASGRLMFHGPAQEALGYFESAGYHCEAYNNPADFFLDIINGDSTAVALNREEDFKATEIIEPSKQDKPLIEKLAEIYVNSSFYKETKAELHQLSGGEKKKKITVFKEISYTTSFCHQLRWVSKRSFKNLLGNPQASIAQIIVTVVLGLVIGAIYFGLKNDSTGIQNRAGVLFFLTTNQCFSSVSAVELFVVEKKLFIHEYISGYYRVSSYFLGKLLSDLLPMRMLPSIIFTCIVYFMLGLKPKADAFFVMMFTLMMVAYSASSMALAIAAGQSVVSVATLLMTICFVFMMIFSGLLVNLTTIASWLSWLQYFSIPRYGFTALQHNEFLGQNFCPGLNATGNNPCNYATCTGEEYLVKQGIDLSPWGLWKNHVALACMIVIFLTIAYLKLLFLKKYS
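Assay system – ABCG2 IgMXP3 and barcoded ABCB1 CCRF-Adr cell mix · Input – 3 million cells/mL in well · Reagent – JC-1 fluorescent substrate · Compound – single test compound dose, 6.6 µM final · Timing – 10 min exposure at 25 °C with rotation, no wash · Detection – flow cytometry of retained JC-1 fluorescence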
Rac1 act GTP bind: human Rac1 activated mutant GTP binding change. P63000. GST-Rac1 activated beads, fluorescent GTP binding, flow cytometry; actives lie on both sides; 100% means binding = to untreated wells. percent activity (GTP binding), % at 10 µM. 0.11% of 190,000 active;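 active = GTP binding at least 20 percentage points away from the 100% baseline, in either direction, so actives lie on both sides; inconclusive = Compound likely fluorescent itself, or too few beads counted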
Cdc42 wt: human Cdc42 wildtype GTP binding change, either direction; GST-Cdc42 beads, Bodipy-GTP binding, flow cytometry; actives lie on both sides; P60953; percent activity (GTP binding), % at 10 µM; 0.2% of 190,000 active; AID 761;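 active = percent activity GTP binding at least 20 points away from the 100% baseline, either down as inhibitor or up as activator; inconclusive = compound flagged as likely green fluorescent from well-wide comparison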;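 note: median bead fluorescence of bound Bodipy-FL-GTP at 100 nM; 0% = excess unlabeled GTP control and 100% = no compound control; below 100% means less GTP binding so inhibitor and above means activator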
Target sequence (P60953 whole entry, looked up): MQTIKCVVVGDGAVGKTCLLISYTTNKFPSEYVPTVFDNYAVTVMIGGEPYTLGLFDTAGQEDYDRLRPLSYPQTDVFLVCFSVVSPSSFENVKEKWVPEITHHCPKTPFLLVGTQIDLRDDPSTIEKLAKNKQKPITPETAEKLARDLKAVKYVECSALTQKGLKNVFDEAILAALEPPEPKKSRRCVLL
Rab2A wt mod: changes GTP binding to wildtype dog Rab2A, up or down; P61105; GST-Rab2 wt beads, Bodipy-GTP binding, flow cytometry; GTP binding activity, % at 10 µM; 0.19% of 190,000 active;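 active = GTP binding activity at least 20 points away from 100%, either lowered or raised; inconclusive = signal likely due to the compound's own green fluorescence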;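 note: 0% = beads with excess unlabeled GTP and 100% = no-compound control corrected for plate trend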
Rab7 wt modul: dog Rab7 wildtype GTP binding, inhibitors and activators. GST-Rab7 beads, fluorescent GTP binding, flow cytometry; actives lie on both sides; untreated = 100%, excess cold GTP = 0%. GTP binding activity (percent of control), % at 10 µM. 0.055% of 190,000 active. AID 758;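 active = fluorescent GTP binding to Rab7 beads changed by at least 20 points from the 100% baseline, either direction, mostly lower; inconclusive = compound itself probably fluorescent, or too few beads counted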;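 note: median green fluorescence of bound Bodipy-FL-GTP per Rab7 bead population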
Rac1 wt GTP bind: human Rac1 wildtype GTP binding, inhibitors and activators; P63000; GST-Rac1 beads, fluorescent GTP binding, flow cytometry; actives lie on both sides; 0 = cold GTP competed, 100 = untreated; GTP binding activity (% of control), % at 10 µM; 0.27% of 190,000 active;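 active = GTP binding activity at least 20 points away from the 100% control level, either lower or higher; inconclusive = compound flagged as likely green fluorescent, judged across all proteins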
GSH bead fluor: compound fluoresces at 488/530 nm on GSH beads | GSH beads flow cytometry, compound fluorescence 488/530 nm; stronger effect = higher value | fluorescence (KMESF) at 10 µM | 0.25% of 190,000 active; in the data active = fluorescence above about 89;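 note: glutathione beads carrying GST-tagged Bcl family fusion proteins plus one bare bead set; values are compound well signal with DMSO vehicle wells as background; inactives centre near 16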
Pf gametocyte: P. falciparum stage V gametocyte viability inhibition; P. falciparum stage V gametocytes, ATP luminescence, 24 h; AID 743093; 0.065% of 150,000 active; inhibition, % at 10.9 µM;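 active = inhibition above the mean plus 3 SD of compounds within the control limits, set per campaign, cut at about 38% in these data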;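 note: 0% = DMSO wells and 100% = medium only without gametocytes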
HRas wt GTP: human HRas wildtype GTP binding, change in either direction. P01112. GST-Ras wt beads, Bodipy-FL-GTP binding, flow cytometry; actives lie on both sides. GTP binding activity, % at 10 µM. 0.14% of 190,000 active. AID 759;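 active = GTP binding activity at least 20% away from the 100% baseline, either lowered as inhibitor or raised as activator; inconclusive = flagged as likely green fluorescent, judged across all proteins in the well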;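 note: 0% = unlabeled GTP competition control and 100% = no-compound control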
Target sequence (P01112 whole entry, looked up): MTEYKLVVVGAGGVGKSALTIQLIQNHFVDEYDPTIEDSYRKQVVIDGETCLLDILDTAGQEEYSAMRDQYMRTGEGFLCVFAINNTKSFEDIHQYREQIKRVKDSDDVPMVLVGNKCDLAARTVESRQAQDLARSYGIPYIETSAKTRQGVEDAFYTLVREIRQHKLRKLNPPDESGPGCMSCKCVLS
ABCB1 block: blocks JC-1 efflux by human ABCB1 transporter | P08183 | CCRF-Adr cells, flow cytometry | inhibition, % at 6.6 µM | 0.067% of 190,000 active | AID 1326; in the data active = inhibition above about 40%;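 note: 0% = vehicle and 100% = reference inhibitor; higher value means more JC-1 retained so stronger ABCB1 efflux block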
Numbers without * were called inactive; ? = inconclusive; nt = not tested or not shown; [ ] = another dose, or the depositor's remark.

SMILES	Avidin bead fluor	ABCG2 block	Rac1 act GTP bind	Cdc42 wt	Rab2A wt mod	Rab7 wt modul	Rac1 wt GTP bind	GSH bead fluor	Pf gametocyte	HRas wt GTP	ABCB1 block
COc1cc(NS(=O)(=O)c2cccc3nsnc23)c(C(=O)O)cc1OC	10	0	98	97	97	99	98	25	nt	98	0.3
Cc1cccc(NC(=O)C2C(C(=O)O)C3C=CC2C32CC2)c1C (stereo not drawn)	13	3	91	96	94	94	92	36	-11	95	0.7
O=C(CSc1ccc(Cl)cc1)NC1CCCc2ccccc21 (stereo not drawn)	11	17	99	101	94	96	104	32	nt	99	7.0
O=C(Nc1ccc(C(=O)N2CCCCC2)cc1)c1ccc(Br)cc1	9	13	99	100	99	97	100	28	nt	99	1.1
C[C@@H]1C=C[C@](Cc2ccccc2)(C(=O)NCCc2c[nH]c3ccccc23)N1C(=O)c1ccccc1	11	14	99	95	98	96	103	16	-9	98	1.2
CCN(CC)c1ccc(/C=N/Nc2nc(C)cc(=O)[nH]2)cc1	26	2	97	97	97	99	98	12	nt	97	0.2
COc1ccc(C(=O)Nc2cc(OC)c(Cl)cc2Cl)cc1	10	23	93	97	99	105	100	67	nt	95	0.8
CC(=O)Nc1ccc(-n2c(C)ccc2C)cc1	9	-5	91	89	91	97	89	9	-3	93	-1.1
O=C(CC1C(=O)NCCN1Cc1c(F)cccc1Cl)NCCC1=CCCCC1 (stereo not drawn)	11	2	97	99	98	98	100	51	1	97	0.7
N/C(=N\OC(=O)c1ccccc1Cl)c1ccccn1	17	2	101	102	102	96	100	25	nt	101	0.2
COc1ccc(C2=CC(c3ccc(C)cc3)n3nnnc3N2)cc1 (stereo not drawn)	6	8	96	99	96	98	97	26	nt	100	0.6
O=C1CC(C(=O)Nc2ccc(F)cc2)n2cnnc2N1 (stereo not drawn)	9	7	98	96	97	99	100	13	nt	97	0.7
CCOC(=O)c1cn(CC(=O)Nc2ccc(C(C)C)cc2)nn1	10	1	103	106	108	106	110	15	-12	105	0.1
Cc1ccc(-c2cc(C(=O)NCCCn3ccnc3)c3ccccc3n2)s1	12	-1	98	100	98	96	102	19	-19	99	-3.7
O=C(c1ccccc1)C1CCc2occc2C1=O (stereo not drawn)	11	15	97	101	98	96	102	23	nt	98	6.6
S=C(c1ccc(N2CCCC2)cc1)N1CCCCC1	17	6	94	98	94	98	93	13	nt	96	1.2
COc1ccc(OCCNS(=O)(=O)c2ccccc2)cc1	9	1	99	102	102	99	106	9	-4	101	0.4
COc1cccc(N2CCN(C(=O)Nc3ccc4c(c3)NC(=O)CO4)CC2)c1	20	0	98	96	96	97	98	15	5	97	0.1
CCOc1ccc2nc(NC(=O)c3c([N+](=O)[O-])cnn3CC)sc2c1	13	18	95	98	94	94	96	29	-17	95	2.8
COC(=O)NCc1ccc2c(c1)OCO2	8	1	100	101	106	104	106	12	nt	102	0.2
Cc1cc(C)c2c(c1)/C(=N/NC(=S)Nc1ccc(F)cc1)CCC2	8	2	98	97	97	97	98	27	nt	99	0.7
COc1ccc(C2(C(=O)Nc3ccc(C)c(C)c3)CCOCC2)cc1	20	2	99	98	99	104	100	11	7	99	0.6
O=c1cc(CO)oc(CN2CCN(c3cccc(C(F)(F)F)c3)CC2)c1O	12	3	101	103	101	101	108	10	nt	102	0.6
COc1ccc(Cl)cc1C(=O)NCC#N	36	1	99	100	102	103	102	19	nt	102	0.3
CC1(C)CC(=O)C2=C(C1)N(c1ccc(F)cc1)C(=O)C2(NC(=O)c1ccccc1)C(F)(F)F (stereo not drawn)	5	3	98	99	101	105	107	10	nt	103	0.1
O=C1CN(C(=O)COC(=O)c2ccccc2NC(=O)c2ccco2)c2ccccc2N1	11	6	98	108	104	107	114	60	-23	106	1.7
CCCCc1ccc(NS(=O)(=O)N(C)C)cc1	28	15	100	101	103	102	105	24	nt	102	1.0
COc1ccccc1N(O)C1CC(=O)N(c2ccc(Br)cc2)C1=O (stereo not drawn)	14	-2	101	103	107	105	102	22	18	103	-1.0
COc1ccc(C(C(=O)NC(C)(C)C)N(C(=O)CNC(=O)c2cccs2)c2ccc(C(C)C)cc2)cc1OC (stereo not drawn)	17	0	99	100	100	102	106	12	20	106	5.2
COc1ccc(NC(=O)Cn2nnc(C(=O)NCc3ccc4c(c3)OCO4)c2N)cc1	25	0	93	96	96	94	98	63	-5	93	0.2
Cc1sc(N(C(=O)CCc2ccccc2)c2ccc(C(=O)O)cc2)nc1-c1ccccc1	8	-1	87	88	92	97	91	10	8	91	1.4
O=c1cc(CSc2nnc(COc3ccccc3)o2)c2ccccc2[nH]1	7	3	97	101	99	97	99	59	nt	99	0.5
Cc1cc(C)cc(NC(=O)COC(=O)c2cc(=O)[nH]c(=O)[nH]2)c1	10	19	92	95	99	105	96	15	5	97	0.5
COc1ccc(OC)c(C2/C(=C(/O)c3ccccc3)C(=O)C(=O)N2Cc2ccco2)c1 (stereo not drawn)	13	7	97	96	94	92	94	13	-6	94	0.3
NC(=O)C1CCN(C(=O)CN2CCCc3ccccc32)CC1	9	0	100	107	99	101	111	44	nt	105	-0.9
Cc1cccc(N/C(N)=N/c2nc(C)c(Cc3ccccc3)c(=O)[nH]2)c1	10	2	95	98	97	93	101	14	-7	96	0.3
Cc1ccc(C)n1-n1c(C)nc2scc(-c3ccccc3)c2c1=O	86*	1	99	100	97	97	101	17	9	97	0.4
COc1ccc(/C=C/c2c([N+](=O)[O-])c(=O)n(C)c(=O)n2C)c(OC)c1	10	3	?	?	?	?	?	13	1	?	0.2
CC(C)C(=O)Nc1ncc(Cc2ccccc2Cl)s1	13	9	97	97	95	96	103	13	17	95	1.4
CC(NC(=O)CCOc1ccccc1)c1ccccc1 (stereo not drawn)	8	0	103	107	105	106	110	9	3	105	0.1
Cc1ccc(C(O)c2cccnc2)o1 (stereo not drawn)	13	-1	99	103	103	96	102	17	16	104	-0.1
COc1ccc(C(=O)CN(C(=O)c2ccc(Cl)cc2)N2C(=O)C3CCCCC3C2=O)cc1 (stereo not drawn)	24	34	100	107	103	99	104	33	11	101	0.4
CC(C)(O)C#Cc1ccc(C(=O)N2CCN(c3ccccc3)CC2)cc1	4	0	97	98	101	103	101	10	nt	102	0.0
COc1ccccc1NC(=O)CSc1nnc(-c2ccco2)n1Cc1ccco1	9	3	97	101	101	101	98	18	nt	100	1.4
COc1ccc(Cl)cc1-n1c(C)ccc1C	2	3	102	106	104	99	103	12	nt	107	nt
O=S(=O)(NC1CCCCC1Oc1ccccc1)c1ccccc1 (stereo not drawn)	9	8	99	100	101	100	102	11	6	101	0.6
CCn1c(NC(=O)c2ccco2)c(-c2ccccc2Cl)c(=O)c2ccccc21	11	2	100	102	102	103	103	14	-9	105	0.5
CCOC(=O)C1=C(c2ccccc2)Nc2ncnn2C1c1cc(OC)ccc1OC (stereo not drawn)	20	4	101	103	104	103	102	52	nt	104	1.6
CCn1c(SCc2ccc(C)cc2)nnc1-c1nn(-c2ccccc2)ccc1=O	10	5	100	102	103	102	101	8	-14	101	1.1
CN(c1ncnc(N)c1[N+](=O)[O-])C1CCS(=O)(=O)C1 (stereo not drawn)	11	2	96	97	95	97	100	18	-14	96	0.4
Cc1c(NC(=O)C(C)OC(=O)CC2CC3CCC2C3)c(=O)n(-c2ccccc2)n1C (stereo not drawn)	10	3	97	98	98	95	101	25	20	97	0.4
N#CC1=C(N)OC2=C(C(=O)CCC2)C1C1CC=CCC1 (stereo not drawn)	9	-1	99	96	99	100	98	26	nt	100	-0.3
CCCn1nnc(NC(=O)COc2ccc(C3CCCCC3)cc2)n1	8	15	100	101	100	99	101	16	nt	102	1.6
O=C(O)COCC(=O)Nc1ccccc1-c1ccccc1	10	8	95	97	100	101	96	11	19	99	3.6
CNC(=O)CCCCCNS(=O)(=O)c1ccc(C)cc1	6	0	97	97	100	99	102	19	nt	100	0.2
Cc1ccccc1NC(=O)C1C2CCC(O2)C1C(=O)O (stereo not drawn)	5	0	98	100	99	97	104	14	nt	99	-0.1
CC(Cc1ccccc1)NC(=O)C1CCCNC1=O (stereo not drawn)	6	-5	99	104	103	100	104	28	28	103	-3.2
COc1ccc(S(=O)(=O)n2nc(OC(C)=O)cc2N(C(C)=O)C(C)=O)cc1	5	2	94	94	96	103	96	12	-6	97	0.5
COC(=O)c1ccc(CN2C(=O)NC3(CCCc4ccccc43)C2=O)o1 (stereo not drawn)	34	1	100	104	102	105	105	18	11	102	0.1
Cc1ccc(-n2c(=O)cc(N3CCN(C(=O)c4ccco4)CC3)[nH]c2=O)cc1	6	4	105	102	102	107	121*[activator]	21	nt	106	0.3

Further records
SMILES	Avidin bead fluor	ABCG2 block	Rac1 act GTP bind	Cdc42 wt	Rab2A wt mod	Rab7 wt modul	Rac1 wt GTP bind	GSH bead fluor	Pf gametocyte	HRas wt GTP	ABCB1 block
CCn1c(CNC(=O)c2ccco2)nnc1SCC(=O)Nc1cccc(F)c1	11	0	98	96	97	96	99	17	-14	96	0.2
COc1ccc(S(=O)(=O)Nc2cc(C)cc(C)n2)c2ccccc12	12	1	91	93	90	92	89	34	nt	92	0.0
N#C/C(C(=O)NCc1ccco1)=C1/SC=C(c2ccccc2)N1c1ccccc1	5	5	99	100	99	95	103	23	-10	100	0.9
O=C(Nc1cc2c(cc1Br)OCCO2)c1cccs1	14	2	99	103	101	103	102	22	nt	102	0.2
Nc1ncnc2c1ncn2C1OC(CO)C(O)C1O (stereo not drawn)	14	2	97	98	100	108	104	25	0	104	1.1
Cc1nn(-c2nnc(NCc3ccccc3)nn2)c(C)c1Br	3	-9	97	96	99	101	100	5	-6	96	-1.3
COn1c(-c2ccc(Cl)cc2Cl)nc2ncccc21	21	2	99	102	98	97	100	13	-5	97	0.8
c1ccc(CC2CCN(Cc3ccccn3)CC2)cc1	8	0	97	98	96	95	98	19	nt	96	0.1
N=c1c2c3c(sc2nc2n1CCCCC2)CCCCC3	10	2	96	98	98	99	98	31	14	101	0.5
O=C(NC1CCCC1)c1ccc(Br)o1	9	1	97	100	99	101	105	43	nt	101	0.1

Looked up one by one from the list above:
SMILES	Avidin bead fluor	ABCG2 block	Rac1 act GTP bind	Cdc42 wt	Rab2A wt mod	Rab7 wt modul	Rac1 wt GTP bind	GSH bead fluor	Pf gametocyte	HRas wt GTP	ABCB1 block
O=C(NC1CCCC1)c1ccc(Br)o1	9	1	97	100	99	101	105	43	nt	101	0.1
CCn1c(CNC(=O)c2ccco2)nnc1SCC(=O)Nc1cccc(F)c1	11	0	98	96	97	96	99	17	-14	96	0.2

Source: PubChem (several laboratories)
